# aSyn UTR inh: 5' untranslated region of α-synuclein, MLPCN primary screen | 0.82% of 300,000 active | alpha-synuclein 5'UTR reporter, inhibitor activity | inhibition, % (tested at 7.5 µM); in the data active = inhibition above about 60%; inconclusive = no clear call, values can overlap the other calls;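 note: H4 neuroglioblastoma cells stably carrying SNCA 5'UTR luciferase fusion; 0% = DMSO wells and 100% = positive control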
# GSK3 alpha inh: inhibitors of human GSK-3 alpha kinase; P49840; ADP-Glo luminescence, 60 min; inhibition, % at 10 µM; 0.1% of 320,000 active;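 in the data active = inhibition above about 50%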;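 note: GST-tagged GSK-3 alpha with peptide substrate and 25 µM ATP; 0% = DMSO neutral wells and 100% = GW8510 positive control wells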
# Target sequence (P49840 whole entry, looked up): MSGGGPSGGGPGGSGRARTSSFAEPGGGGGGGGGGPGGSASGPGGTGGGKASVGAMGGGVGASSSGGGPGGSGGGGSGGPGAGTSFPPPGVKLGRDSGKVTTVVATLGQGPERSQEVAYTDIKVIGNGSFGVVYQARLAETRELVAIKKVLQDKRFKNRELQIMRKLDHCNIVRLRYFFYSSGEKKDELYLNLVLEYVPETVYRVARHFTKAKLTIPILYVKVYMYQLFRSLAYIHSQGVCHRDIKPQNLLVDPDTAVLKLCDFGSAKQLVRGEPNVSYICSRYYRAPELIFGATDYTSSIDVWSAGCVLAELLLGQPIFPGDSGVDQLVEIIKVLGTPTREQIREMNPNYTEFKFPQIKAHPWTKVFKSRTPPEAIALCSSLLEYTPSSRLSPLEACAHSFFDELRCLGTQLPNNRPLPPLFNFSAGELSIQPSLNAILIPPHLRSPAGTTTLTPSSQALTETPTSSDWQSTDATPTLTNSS
# HSP90 refold inh: blocks HSP90-mediated luciferase refolding in reticulocyte lysate; Rabbit reticulocyte lysate, luciferase refolding luminescence, 3 h; inhibition, % at 5.6 µM; 0.91% of 290,000 active;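 active = inhibition above the screen-wide mean plus 3 SD, computed separately per campaign, cut at about 16% in these data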;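 note: 0% = DMSO wells and 100% = 60 µM geldanamycin wells; inhibitors lower the luminescence because luciferase stays unfolded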
# Platelet DG rel: modulates dense granule release in human platelets; human platelet-rich plasma, SFLLRN dense granule ATP release, luminescence; inhibition, %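 (compounds screened at 7.5 µM in platelet-rich plasma)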; 0.22% of 300,000 active; AID 1663;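 active = mean replicate score, as percent of positive control, at or above 50; inconclusive = mean below 50 but at least one replicate at or above 50; inactive = mean and every replicate below 50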
# IEC-6 cytotox: IEC-6 cytotoxicity, counter-screen for KLF5 inhibitors | luminescence viability | inhibition, % at 5 µM | 0.78% of 290,000 active; in the data active = inhibition above about 22%;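 note: 0% = plate median of test compound wells and 100% = cytotoxic reference compound wells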
# HSF1 inh: HSF1 inhibition; NIH3T3-HGL HSE-luciferase, MG132-induced, luminescence 8 h; hits give low values; 0.77% of 300,000 active; activity change, negative = inhibition, % at 7.5 µM (by protocol); AID 2098;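 active = more than half of replicate wells show activity change below -50%, luminescence cut by over half; inconclusive = some wells, but at most half, below -50%; inactive = no replicate well below -50%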;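 note: luciferase reports HSF-1 transcriptional activity via heat shock element; 0% = median of DMSO wells and -100% = zero luminescence signal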
# KLF5 inhibitor: suppresses KLF5 promoter-driven expression; DLD-1 KLF5 promoter-luciferase reporter, luminescence; inhibition, % at 5 µM; 0.23% of 290,000 active; AID 1700;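 active = inhibition above a per-plate limit of that plate's mean compound inhibition plus 3 SD, cut at about 60% in these data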;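 note: 0% = DMSO wells and 100% = LY294002 at 200 µM; higher means less KLF5 promoter-driven luciferase light; inactives centre near -14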
# GSK3B inh: human GSK3beta kinase inhibition; P49841; GST-GSK3beta kinase, ADP-Glo luminescence, 60 min; hits give low values; activity score (negative = inhibition), % at 10 µM; 0.038% of 300,000 active;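 active = more than half of replicate wells score below -50%, meaning over 50% inhibition versus plate controls; inconclusive = some replicates but at most half score below -50%; inactive = no replicate scores below -50%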;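 note: 0% = median DMSO wells and -100% = median GW8510 positive control wells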
# Target sequence (P49841 whole entry, looked up): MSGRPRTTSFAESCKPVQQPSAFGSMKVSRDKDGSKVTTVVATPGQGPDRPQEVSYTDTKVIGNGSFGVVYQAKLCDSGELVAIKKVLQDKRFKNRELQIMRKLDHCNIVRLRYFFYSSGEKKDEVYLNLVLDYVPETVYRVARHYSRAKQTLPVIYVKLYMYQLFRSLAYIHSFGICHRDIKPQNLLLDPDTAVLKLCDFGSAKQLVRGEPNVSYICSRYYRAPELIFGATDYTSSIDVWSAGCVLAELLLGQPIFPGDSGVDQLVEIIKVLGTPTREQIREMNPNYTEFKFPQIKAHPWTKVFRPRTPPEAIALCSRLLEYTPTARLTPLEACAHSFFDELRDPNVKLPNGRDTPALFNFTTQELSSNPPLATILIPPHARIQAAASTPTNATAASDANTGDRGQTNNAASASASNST
#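 test system = GST-tagged human GSK3beta kinase, cell-free | reagent = 25 µM ATP with peptide substrate | dosing = one dose of 10 µM per compound | schedule = 60 min reaction, RT | detection = luminescent ADP-Glo measurement of ADP formed | control set = DMSO neutral wells and GW8510 at 20 µM as positive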
# HSF-1 act: increases HSF-1 driven luciferase reporter signal | NIH3T3-HGL HSF-1 luciferase reporter, MG132, 8 h; 100% = twice DMSO control signal | activation, % at 9 µM | 1.7% of 300,000 active;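 active = mean replicate activation of at least 50% with a set share of replicates each reaching 50%; inconclusive = only one of those two conditions met; inactive = mean below 50% and too few replicates reaching it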;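 note: 0% = median of the neutral control wells and 100% = twice that signal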
# Dyrk1A ADPGlo: blocks rat Dyrk1A kinase activity | 0.43% of 310,000 active | inhibition, % at 12.5 µM | AID 504441 | ADP-Glo luminescence, NFATc1 peptide; in the data active = inhibition above about 50%;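 note: plate controls were vehicle with enzyme for no effect and no enzyme for full effect; many of its hits are not listed in these tables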
# * marks the source's active call; other numbers are inactive results; ? = inconclusive; · = not tested or not shown.
structure,aSyn UTR inh,GSK3 alpha inh,HSP90 refold inh,Platelet DG rel,IEC-6 cytotox,HSF1 inh,KLF5 inhibitor,GSK3B inh,HSF-1 act,Dyrk1A ADPGlo
CCOC(=O)C1CCN(C(=O)CN2C(=O)CSc3ccc(S(=O)(=O)N4CCOCC4)cc32)CC1,12,-4,-1,11,2,-3,-26,0,-1,-5
CC(=O)Nc1ccc(OCC(O)Cn2nc(C)c(C(C)=O)c2C)cc1 (centres undefined),2,0,-2,-6,-3,-3,-5,0,-6,0
COc1cc(NS(=O)(=O)c2ccc(N/C=C(\C=O)c3nc4ccccc4o3)cc2)nc(OC)n1,8,21,-1,-3,0,0,-12,-5,-14,42
Cc1onc(-c2c(Cl)cccc2Cl)c1C(=O)O/N=C(\C#N)c1ccccc1,1,-3,0,0,-6,-10,-30,5,-25,-2
Cc1ccc2[nH]cc(C(=O)CN3CCN(c4ccccn4)CC3)c2c1,26,-3,5,-4,7,2,-35,1,7,2
O=C(c1ccco1)N1CCN(c2ccccc2F)CC1,-29,0,2,2,-1,-4,-36,3,9,1
CC(C)COC(=O)Nc1nnc(Cc2ccccc2)s1,-97,-2,-1,-5,2,19,-26,-5,23,-4
Fc1ccc(C2=CC(c3cccs3)n3nnnc3N2)cc1 (centres undefined),-30,-2,2,9,2,1,-30,1,9,-5
Cc1cc(C(=O)N/N=C/c2ccc(N3CCOCC3)cc2)c(C)o1,-87,1,2,-2,10,1,-23,-1,-5,2
CCCCOc1ccc(CSc2n[nH]c(C)n2)cc1,-55,0,-2,5,-2,4,-85,2,30,1
OCCN1CN=C(Nc2nc3ccccc3o2)NC1,8,0,-2,0,0,-9,-26,2,-7,-4
COc1cc(OC)c(C2=NOC(C(=O)O)C2)cc1Cl (centres undefined),-5,0,-4,5,0,-5,-20,6,-8,2
COC(=O)CCC(=O)OC1(C)C(=O)C2=CN(CC(C)C)C(c3ccc(OC)cc3)=CC2=C(Br)C1=O (centres undefined),-17,-1,·,0,·,2,·,-2,16,·
COc1cc(-c2nnc(CSc3nnc4nc(C)cc(C)n34)o2)cc(OC)c1OC,9,-1,1,0,-4,-1,-16,3,-6,-1
O=C(N/C(=C\c1ccc([N+](=O)[O-])cc1)C(=O)N1CCCCC1)c1ccccc1,-6,14,1,13,-8,-3,-27,-1,0,-7
CCOC(=O)c1c(NC(=O)CSc2n[nH]c(CNc3ccccc3)n2)sc(C)c1C,34,-2,1,20,1,4,-21,2,5,-3
CCCCC[C@H](O)/C=C/[C@H]1CCC(=O)[C@@H]1CCCCCCC(=O)N1CCCCC1CO (some centres undefined),22,-1,-2,6,-4,0,-3,1,6,-3
CCOC(=O)C(NC(=O)CCl)(Nc1sc(C)c(CC)c1C#N)C(F)(F)F (centres undefined),-75,1,2,-3,5,-3,-2,-1,6,4
CCOc1ccc(-c2[nH]ncc2Oc2ccccc2OC)c(O)c1,-2,-3,-4,0,2,·,-5,1,·,4
CCOC(=O)CC1CCCCN1C(=O)c1cc(COc2cccc3cnccc23)on1 (centres undefined),2,1,2,-7,20,-2,10,0,-10,13
CCOc1cc2[nH]c(=S)n(CCC(=O)NCc3ccco3)c(=O)c2cc1OCC,0,-4,-2,?,-1,2,8,3,6,-2
CCCOc1ccc(N2C(=O)C/C(=C\c3ccccc3)C2=O)cc1,-28,2,1,11,4,-1,-5,-2,1,·
COc1ccc(NC(=O)CS(=O)CC(=O)NCC2OCCc3ccccc32)cc1 (centres undefined),17,-2,0,8,-8,2,-9,4,-8,-1
COc1ccc(-n2c(=O)c3c4c(sc3n(CC(=O)Nc3cc(C)[nH]n3)c2=O)CCCC4)c(OC)c1,1,5,4,0,0,-11,-11,-2,0,13
CC(C)NCCCCOc1cccc(Br)c1,16,1,-1,-6,0,4,0,4,3,-7

# The listing continues.
# The line under a structure holds: aSyn UTR inh, GSK3 alpha inh, HSP90 refold inh, Platelet DG rel, IEC-6 cytotox, HSF1 inh, KLF5 inhibitor, GSK3B inh, HSF-1 act, Dyrk1A ADPGlo
> CC(=O)OCCC(NS(=O)(=O)OCC(Cl)(Cl)Cl)c1ccccc1 (centres undefined)
→ 26, -1, -1, 9, 2, 1, -16, 1, -7, 0
> Cc1ccc(Cl)cc1N1CCN(CC(=O)Nc2ccc(CN3CCCCC3)cc2)CC1
→ -8, ·, 1, 7, -2, -3, -33, -17, -2, 3
> CCCCCn1ccc(=O)c2c(C(F)(F)F)nccc21
→ 11, 4, 2, 7, 0, 1, -51, 1, 3, 28
> COc1ccc(Nc2ccc(C(N)=O)cc2[N+](=O)[O-])cc1
→ 4, -4, 3, -4, 1, -4, 4, 0, 4, -1
> C=CCn1c(=O)c2ccccc2n2c(SCC(=O)N3CCCc4ccccc43)nnc12
→ 4, 0, -3, 1, -5, 3, -14, 3, 18, 17
> COCCOC(=O)c1c(C)n(C)c2ccc(OC(=O)C3CC3)cc12
→ -3, -2, 1, -3, 9, -11, 15, 0, -7, -2
> COc1ccc(CN2CCN(S(=O)(=O)c3ccccc3)CC2)c(OC)c1OC
→ 6, -1, ·, 3, ·, -3, ·, 2, -6, -18
> O=C(NC1CCCCC1)C(c1ccco1)N(Cc1cccs1)C(=O)Cn1nnc2ccccc21 (centres undefined)
→ ·, -2, 2, ·, -2, ·, 17, ·, ·, -5
> O=C(COC(=O)CNS(=O)(=O)c1ccc(Br)cc1Cl)NC1CCCC1
→ -1, ·, ·, -11, ·, -2, ·, 2, 16, 1
> Cc1c(C)n(Cc2ccccc2)c2ncnc(NCCN(C)C)c12
→ 4, 1, -2, -3, 4, 3, -31, 0, 4, -3

# Results in KLF5 inhibitor (5 entries from above):
compound,KLF5 inhibitor
O=C(NC1CCCCC1)C(c1ccco1)N(Cc1cccs1)C(=O)Cn1nnc2ccccc21 (centres undefined),17
COCCOC(=O)c1c(C)n(C)c2ccc(OC(=O)C3CC3)cc12,15
Cc1ccc(Cl)cc1N1CCN(CC(=O)Nc2ccc(CN3CCCCC3)cc2)CC1,-33
CC(=O)OCCC(NS(=O)(=O)OCC(Cl)(Cl)Cl)c1ccccc1 (centres undefined),-16
COc1ccc(Nc2ccc(C(N)=O)cc2[N+](=O)[O-])cc1,4

# New compounds follow
# The line under a structure holds: aSyn UTR inh, GSK3 alpha inh, HSP90 refold inh, Platelet DG rel, IEC-6 cytotox, HSF1 inh, KLF5 inhibitor, GSK3B inh, HSF-1 act, Dyrk1A ADPGlo
> Nc1ccc(CNc2ncn[nH]2)cc1
→ -6, 3, -1, -14, -3, -4, -43, 2, -17, 4
> Cc1ccc(CCNC(=O)c2sc3nc4n(c(=O)c3c2C)CCC4)cc1
→ -3, -4, -6, 11, -3, 7, -16, 1, 2, -7
> COC(=O)c1c(NC(=O)c2ccc(S(=O)(=O)N3CCOCC3)cc2)sc2c1CCN(C(C)C)C2
→ -85, 0, 6, -1, 8, -6, 15, -1, -4, -5
> COc1cc(/C=C(/C#N)C(=O)Nc2ccc(Cl)cc2)ccc1Oc1nc(Cl)ncc1F
→ -14, -2, 0, 18, -7, 26, -13, 0, 33, -5
> CC(C1CCN(Cc2cn(C)nc2-c2cccc(Cl)c2)CC1)N1CCOCC1 (centres undefined)
→ -26, ·, -2, 16, -4, -3, -36, 1, 3, 2
> CCOC(=O)C1CCN(S(=O)(=O)c2cc3c(cc2C)NC(=O)CO3)CC1
→ -4, -1, -2, -9, -3, -2, -29, -4, -20, 6
> COc1ccc(NC(=O)C(CC(C)C)NC(=O)C2CCC(C)CC2)cc1 (centres undefined)
→ -27, 2, 2, -4, 4, -1, -56, 0, 33, 3
> COCc1cc(C)n(CC(=O)NCc2ccccc2)c(=O)c1C#N
→ 4, ·, 5, 1, -1, -2, -22, -3, -5, -2
> COc1ccc(N2CCN(C(=S)NCc3ccccc3)CC2)cc1
→ 21, 0, -3, 4, -5, 5, 8, 3, 5, -8
> CC(C)(C)OC(=O)NCCc1nnc(SCC(=O)Nc2ccc(Br)cc2)o1
→ 0, -9, -4, -3, 8, 5, 12, 2, 11, 5

# The final 2 entries of the section before open the next one:
# The line under a structure holds: aSyn UTR inh, GSK3 alpha inh, HSP90 refold inh, Platelet DG rel, IEC-6 cytotox, HSF1 inh, KLF5 inhibitor, GSK3B inh, HSF-1 act, Dyrk1A ADPGlo
> COc1ccc(N2CCN(C(=S)NCc3ccccc3)CC2)cc1
→ 21, 0, -3, 4, -5, 5, 8, 3, 5, -8
> CC(C)(C)OC(=O)NCCc1nnc(SCC(=O)Nc2ccc(Br)cc2)o1
→ 0, -9, -4, -3, 8, 5, 12, 2, 11, 5
> COc1ccc(-c2csc(N(CCCN(C)C)C(=O)c3cccs3)n2)cc1
→ -23, 3, -5, 2, -10, -1, -32, -4, 22, 2
> COc1ccc(N2C(=O)C(Cl)=C(Nc3ccc(OC)cc3OC)C2=O)cc1
→ -41, 0, 0, 0, 3, 11, -40, 2, 42, 0
> CC1(C)CC(=O)C2=C(C1)N(N1CCOCC1)C(N)=C(C#N)C2c1cccs1 (centres undefined)
→ 3, 0, -2, -5, 2, -7, -25, 2, 2, -6
> CCc1cc2c(=O)c(-c3nc4ccccc4n3C)c(C(C)C)oc2c(CN2CCN(C)CC2)c1O
→ 14, -3, 4, 3, 4, 2, -12, 0, 21, 1
> Nc1ccc2c(c1)OCCOCCOCCOCCOCCO2
→ 6, 0, 0, 1, -4, -2, -6, 1, 5, 7
> CCOC(=O)Cc1csc(NS(=O)(=O)c2ccc(SC)cc2)n1
→ 15, -7, -4, 2, -8, 0, -19, -4, -14, -2
> COc1ccc(-c2noc(CCCC(=O)NCC3CCCO3)n2)cc1 (centres undefined)
→ 15, 1, -2, -7, 0, -3, -10, 2, -5, -9
> CCCCCCCN1CCC(=O)N([C@H](CO)CC(C)C)CC1
→ -6, -4, -7, 7, -4, 4, -4, 0, 19, 7
> CCCC(=O)C1=C(O)C(C(=O)OC)C(C)(C)CC1=NCCc1ccc(OC)c(OC)c1 (centres undefined)
→ 8, -3, 2, 3, 0, 2, -8, -2, 11, 2
> Cc1ccc(OCCn2ccnc2)c(C)c1
→ -6, 4, 0, -3, 9, -6, -8, 5, 1, -3
> CC(C)CN(C(=O)CN1CCc2ccccc21)c1c(N)n(CC(C)C)c(=O)[nH]c1=O
→ -11, 0, -1, -2, -4, 6, -18, 2, 3, -1
> CCOc1ccc(CCNS(=O)(=O)c2cccc3nsnc23)cc1OCC
→ 24, -4, 0, -1, -3, -3, 12, -1, -5, 4

# Some of the compounds tested (hit frequency here may not be typical).
